Bioassay records as filed in PubChem BioAssay.
ATXN2 expr inh = Primary qHTS for Inhibitors of ATXN expression; HEK-293 ATXN2-luciferase reporter, luminescence, 24 h; Potency, µM (titrated, usually from 57 µM), inactives show at the highest dose activity change, negative = inhibition, most hits filed as inhibitors; 0.72% of 360,000 active; AID 1745845, 2022; note: potency is the fitted concentration of half-maximal effect; % is set by controls: 0 for no effect and ±100 for the full control effect; nearly all actives have a fitted effect of over 55% in size
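qHTS (up to 57 uM final) was run with 24 h compound exposure of reporter cells at 37 °C. Each well was multiplexed: SteadyGlo luminescence measured ATXN2-luciferase expression after a fluorogenic Gly-Phe-AFC viability readout (25 uM final).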
MCF10A rerep = A quantitative high throughput screen for small molecules that induce DNA re-replication in MCF 10a normal breast cells | MCF 10A DNA re-replication, Hoechst nuclear intensity, 48 h | Potency, µM (top dose mostly 46.1 µM), for the others: at the top dose activity, positive = re-replication, most hits filed as activators | 2.9% of 350,000 active; note: potency is the fitted concentration of half-maximal effect; % of control where 0% means no effect; nearly all actives have a fitted effect of over 50% in size
IL-1B inflam inh = qHTS for Inhibitors of Inflammasome Signaling: IL-1-beta AlphaLISA Primary Screen; activity change, % at 57.5 µM; THP-1 LPS/ATP IL-1B secretion, AlphaLISA, 16 h; stronger effect = lower value; 4.7% of 360,000 active; in the data active = activity change below about -50%; inconclusive = mostly about -30% to -49%; note: % is set by controls: 0 for no effect and ±100 for the full control effect
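Secreted IL-1B measured by AlphaLISA bead assay after 16 h compound exposure of THP-1 cells; compounds (final up to 57.5 uM) added 1 h before LPS (250 ng/mL) and ATP (1.25 mM) stimulation; lower signal means less secretion.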
HT1080-NT tox = qHTS for induction of synthetic lethality in tumor cells producing 2HG: qHTS for the HT-1080-NT fibrosarcoma cell line; HT-1080-NT fibrosarcoma viability, CellTiter-Glo ATP luminescence, 48 h; Potency, µM (top dose mostly 46.1 µM), for inactives: top-dose activity, negative = less viability, actives largely listed as cytotoxic; 1.6% of 360,000 active; AID 686970, 2013;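 note: NT is the 2HG producing partner of a matched IDH1 knockdown line; potency is the fitted concentration of half-maximal effect; 0% = DMSO-treated cells and -100% = media-only wells without cells; nearly all actives have a fitted effect of over 55% in size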
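Viability of the 2HG-overproducing fibrosarcoma line after 48 hours of compound exposure at 37 degrees C was determined by luminescence with CellTiter-Glo, and concentration-effect curves were then fitted and categorized.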
KB-V1 cytotox = qHTS assay for MDR1-selective chemotherapeutics: Primary screen using the drug-selected MDR subline cells KB-V1. 3.4% of 400,000 active. Potency, µM (series often up to 46.1 µM), for the others: at the top dose activity change, negative = cytotoxicity, hits mostly cytotoxic. KB-V1 MDR cells viability, CellTiter-Glo, 72 h. AID 1347076, 2019; note: potency is the fitted concentration of half-maximal effect; % is set by controls: 0 for no effect and ±100 for the full control effect; nearly all actives have a fitted effect of over 60% in size
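Cytotoxicity via CellTiter-Glo luminescence after 72 h compound exposure at 37 degrees C. Cells: drug-selected KB-V1 line, DMEM phenol-red free plus 10% FBS. Compounds tested at multiple concentrations; normalized data fitted to concentration-effect curves.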
KB-3-1 tox = qHTS assay for MDR1-selective chemotherapeutics: Primary screen using the parental adenocarcinoma cell KB-3-1 | KB-3-1 viability, CellTiter-Glo ATP luminescence, 72 h | Potency, µM (series often up to 46.1 µM), without a hit: at the highest dose activity change, negative = cytotoxic, hits mostly cytotoxic | 1.4% of 400,000 active | AID 1347075, 2019; note: potency is the fitted concentration of half-maximal effect; % is set by controls: 0 for no effect and ±100 for the full control effect; nearly all actives have a fitted effect of over 60% in size
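Screening of KB-3-1 cells (DMEM, 10% FBS, phenol-red free) ran from lowest to highest compound concentration; after 72 h at 37 °C viability was read luminescently and curves fitted.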
WRN helicase inh = qHTS for Inhibitors of WRN Helicase. 0.46% of 360,000 active. WRN helicase unwinding, fluorescent forked duplex, kinetic. Bifunctional 3'-5' exonuclease/ATP-dependent helicase WRN (Homo sapiens), Q14191. Potency, µM (titrated, usually from 114 µM), without a hit: at the highest dose activity change, negative = inhibition, usual class: inhibitors; note: potency is the fitted concentration of half-maximal effect; % is set by controls: 0 for no effect and ±100 for the full control effect; nearly all actives have a fitted effect of over 55% in size
Target sequence (Q14191 whole entry, looked up): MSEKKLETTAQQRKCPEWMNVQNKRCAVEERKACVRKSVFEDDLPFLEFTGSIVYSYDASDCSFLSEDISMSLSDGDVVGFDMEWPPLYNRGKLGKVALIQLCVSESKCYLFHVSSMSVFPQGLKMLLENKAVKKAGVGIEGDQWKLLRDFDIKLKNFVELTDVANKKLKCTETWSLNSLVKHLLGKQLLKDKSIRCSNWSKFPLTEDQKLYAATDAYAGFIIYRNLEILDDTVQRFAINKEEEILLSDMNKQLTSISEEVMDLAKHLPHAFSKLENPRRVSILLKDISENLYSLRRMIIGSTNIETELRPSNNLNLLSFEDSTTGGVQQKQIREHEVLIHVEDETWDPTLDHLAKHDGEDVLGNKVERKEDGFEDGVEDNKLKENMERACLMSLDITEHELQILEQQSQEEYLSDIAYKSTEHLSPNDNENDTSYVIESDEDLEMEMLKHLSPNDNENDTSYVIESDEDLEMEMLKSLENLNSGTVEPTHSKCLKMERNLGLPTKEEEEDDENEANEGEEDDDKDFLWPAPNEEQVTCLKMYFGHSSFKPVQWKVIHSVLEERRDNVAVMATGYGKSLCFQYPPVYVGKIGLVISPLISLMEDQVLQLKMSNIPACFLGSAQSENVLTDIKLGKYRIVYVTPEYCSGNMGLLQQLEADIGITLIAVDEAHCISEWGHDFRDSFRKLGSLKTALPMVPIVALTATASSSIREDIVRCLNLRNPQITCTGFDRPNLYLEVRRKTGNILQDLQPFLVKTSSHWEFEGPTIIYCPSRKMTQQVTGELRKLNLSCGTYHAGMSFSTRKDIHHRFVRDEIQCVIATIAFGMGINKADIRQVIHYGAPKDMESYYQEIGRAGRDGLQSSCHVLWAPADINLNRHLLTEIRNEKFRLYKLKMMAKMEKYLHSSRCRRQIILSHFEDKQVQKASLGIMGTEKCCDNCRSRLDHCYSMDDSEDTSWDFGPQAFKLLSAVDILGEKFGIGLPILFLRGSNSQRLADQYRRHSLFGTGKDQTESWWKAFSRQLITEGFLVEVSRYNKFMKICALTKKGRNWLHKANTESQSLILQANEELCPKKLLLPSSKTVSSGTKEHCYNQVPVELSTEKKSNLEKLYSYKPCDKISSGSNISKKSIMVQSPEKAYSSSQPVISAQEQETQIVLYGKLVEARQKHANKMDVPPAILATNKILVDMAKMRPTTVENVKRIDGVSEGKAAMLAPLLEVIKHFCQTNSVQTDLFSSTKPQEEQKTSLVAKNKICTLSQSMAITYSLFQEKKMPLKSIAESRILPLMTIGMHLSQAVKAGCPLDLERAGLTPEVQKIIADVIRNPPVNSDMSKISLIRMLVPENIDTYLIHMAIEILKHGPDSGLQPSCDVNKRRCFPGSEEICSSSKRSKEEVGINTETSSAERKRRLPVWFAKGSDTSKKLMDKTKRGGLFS
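Screening of the MLSMR collection measured strand separation of a quenched forked DNA duplex (100 nM) by 20 nM WRN with 2 mM ATP, all final. Compounds were preincubated with enzyme 15 min at room temperature.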
HT1080 IDH1KD tx = qHTS for induction of synthetic lethality in tumor cells producing 2HG: qHTS for the HT-1080-IDH1KD cell line; HT-1080 IDH1 knockdown viability, ATP luminescence, 48 h; Potency, µM (highest dose often 46.1 µM), for inactives: at the top dose activity, negative = toxicity, most hits filed as cytotoxic; 2% of 360,000 active; AID 686971, 2013;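 note: potency is the fitted concentration of half-maximal effect; 0% = DMSO wells and -100% = cell-free medium wells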
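Knockdown cells (IDH1KD HT-1080) received compounds 2 h after plating at 750 cells/well and were kept 48 h at 37 °C in 5% FBS RPMI. A CellTiter-Glo luminescence read gave % activity for curve fitting.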
SW480 rereplic = A quantitative high throughput screen for small molecules that induce DNA re-replication in SW480 colon adenocarcinoma cells. 1.8% of 340,000 active. Potency, µM (top dose mostly 46.1 µM), without a hit: at the top dose re-replication activation, usual class: activators. AID 624297, 2012. SW480 DNA re-replication, Hoechst DNA content imaging, 48 h; note: potency is the fitted concentration of half-maximal effect; % of control where 0% means no effect; nearly all actives have a fitted effect of over 55% in size
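Hoechst fluorescence of nuclei (405 nm excitation, 500-530 nm emission) measured by plate-scanning imager after 48 hr compound exposure at 37 C; re-replication scored as increased number of nuclei with elevated intensity.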
An asterisk follows results filed as active; ? = inconclusive; · = not tested or not shown; & = joins results of further samples; ! = repeats disagree; [ ] = another dose, or the depositor's remark. Unless noted, calls come from the whole dose curve; as a rule, active = well fitted curve in the direction sought with a large enough effect; inconclusive = small, poorly fitted or top-dose-only effect, or another doubt; inactive = no such curve, though single readings can be large; an effect the other way counts as inactive or inconclusive.

SMILES | ATXN2 expr inh | MCF10A rerep | IL-1B inflam inh | HT1080-NT tox | KB-V1 cytotox | KB-3-1 tox | WRN helicase inh | HT1080 IDH1KD tx | SW480 rereplic
Cn1c(Cc2ccccc2)nnc1SCC(=O)N1CCCCC1 | -21% | 0% | -7 | -2% | 1% | 11% | 9% | 9% | -15%
CSc1ccccc1C(=O)N1CCC(CCC(=O)NC2CC2)CC1 | · | ? | 13 | -1% | 7% | 1% | -6% | -2% | ?
Cc1c(Cl)cccc1NC(=O)Cn1cccc1 | 7% | 15% | 8 | 10% | -14% | 14% | 1% | 5% | 3%
c1csc(CNc2ncnc3nc[nH]c23)c1 | 3% | 9% | -9 | -2% | ? | -5%&41%&-30% | -1% | 0% | -2%
Cc1nn(Cc2c(F)c(F)c(F)c(F)c2F)c(C)c1NC(=O)c1c([N+](=O)[O-])c(C)nn1C | -19% | 6% | -5 | 7% | 0% | 11% | -7% | 11% | 6%
CCOCCn1ccc2c(OCC(=O)Nc3cc(OC)ccc3OC)cccc2c1=O | -37% | ? | -11 | -4% | 16µM* | -10% | -19% | -1% | ?
CCOc1ccc(S(=O)(=O)N(C)CC(=O)NCc2ccc3c(c2)OCO3)cc1 | -12% | -14% | -5 | 12% | 2% | 14% | 8% | -2% | -23%
COc1ccc(N2CCN(C(=O)CCN3C(=O)c4ccccc4S3(=O)=O)CC2)cc1 | -1% | 1% | 10 | 2% | -1% | 4% | 0% | 6%[9.24 µM] | -10%
CCNC(=S)Nc1ccccc1-c1ccccc1 | 2% | ? | 1 | 0% | 11% | 18% | 1% | 17% | -4%
CC(C)(C)SCCNC(=O)CN(c1ccc(F)cc1)S(C)(=O)=O | 2% | 0% | -3 | 3% | 0% | -1% | 1% | 7% | -5%
CC1(NC(=S)N(CCO)CCO)CCS(=O)(=O)C1 (stereo unspecified) | -7% | 1% | -2 | 15% | ? | 3% | -7% | 14% | -1%
COc1ccc(NC(=O)CSCC(=O)N2c3ccccc3CCc3ccccc32)cc1 | · | 21% | -2 | -21% | -22% | -15% | 3% | -19% | 1%
O=C(CSc1n[nH]c(-c2ccccc2)n1)Nc1ncccn1 | -8%[11.3 µM] | 3% | -7 | 9% | 1% | 13% | -7%[57.1 µM] | 15% | -10%
COc1ccc(NC(=O)Nn2cnnc2)cc1OC | -8% | 2% | 27 | 20% | ? | 1% | 6% | 17% | -5%
COc1ccc(OC)c(S(=O)(=O)NC(=O)C2(C)CCN2C(=O)Cc2ccccc2Cl)c1 (stereo unspecified) | 6% | · | 26 | 10% | 19% | 0% | 0% | ? | ·
O=c1c2c(-c3ccccc3)csc2ncn1/N=C/c1cccc([N+](=O)[O-])c1O | 9%[11.3 µM] | 7% | 55 | -22% | -31% | -27% | -6% | -27% | ?
CCCn1c(SCC(=O)Nc2ccccc2C(=O)OC)nc2c1c(=O)n(C)c(=O)n2C | · | 2% | 33 | 9% | 5µM* | -1% | 7% | 2% | -9%
CCc1nnc(NC(=O)CSc2nc(C)nc3c2c(=O)n(C)c(=O)n3C)s1 | -4% | -39%[inhibitor] | 43 | -1% | 31% | -3% | 8% | -6% | -13%
Cn1cc(CN2CCN(c3ncccn3)CC2)c(-c2cccc(Cl)c2)n1 | -24% | 21µM* | ? | -1% | ? | -7% | -6% | -16% | 6%
Cc1ccc(S(=O)(=O)N2CCCN(C(=O)CNC(=O)c3ccccc3)CC2)cc1 | 8% | 0% | 1 | 7% | -2% | 13% | -8% | 5% | 4%
O=C(Nc1ccc(Cl)c(S(=O)(=O)N2CCOCC2)c1)C1CCC1 | -17% | 9% | 19 | 0% | -3% | -12% | 5% | 3% | ?
COC(=O)c1ccc(Cn2c(O)c(N=O)c3ccccc32)o1 | 0% | 15% | ? | -10% | -4% | -4% | -15% | -21% | -6%
COC(=O)c1cccc(N(C(=O)CNC(=O)c2cccs2)C(C(=O)NCC2CCCO2)c2ccc(OC)c(OC)c2)c1 (stereo unspecified) | -14% | -10% | 7 | 0% | 22% | -9% | 1%[57.1 µM] | 18% | -5%
COc1ccc(-n2nnnc2SCC(=O)c2ccc(O)c(O)c2)cc1 | -11% | ? | 20 | -25% | -32% | -20% | 16µM* | -8% | 7%
CCc1ccc(OCC(=O)NNC(=O)c2cc3ccccc3o2)cc1 | 3%[11.3 µM] | -1% | 39 | 8% | -1% | 16% | ? | -5% | -4%
COc1ccc(-c2cc3c(c4c2ccn4C)C2CCC3C2)cc1F (stereo unspecified) | -17% | · | -4 | -21% | -16% | -4% | 1% | ? | ·
COCCNC(=S)N1CCc2cc(OC)c(OC)cc2C1COc1ccc(C(C)C)cc1 (stereo unspecified) | -20% | 5% | ? | -10% | -3% | -3% | -33%[57.1 µM] | -28% | ?
O=C(COC(=O)/C=C/c1ccccc1Cl)NC(=O)NC1CCCC1 | 8% | 2% | -10 | 10% | -2% | 2% | -16% | 23% | -9%
COc1cc(OC)cc(C(=O)N[C@H](C(=O)NCc2ccc(F)cc2)C(C)C)c1 | 17% | 2% | 53 | -9% | -25% | -1% | 3% | -1% | -1%
COc1ccccc1N1CCN(C(=O)c2ccc3c(=O)n(Cc4ccc5c(c4)OCO5)c(=O)[nH]c3c2)CC1 | -27% | 8% | ? | -24% | 2% | -21% | -5%[57.1 µM] | -20% | -7%
Brc1cccc(CN2CCN(c3ncccn3)CC2)c1 | -11% | -8% | -15 | 7% | 18% | ? | -1% | 3% | 0%
O=C(Nc1ccn(Cc2ccccc2)n1)c1n[nH]c([N+](=O)[O-])c1Cl | ? | 19% | 40 | -4% | 13% | -2% | -16% | -10% | -8%
CCCCNc1c(-c2ccc(SC3CCCCC3)c(OC)c2)nc2ccc(C)cn12 | ? | 10µM* | -68*! | ? | ? | ? | -2%&-2% | ? | ?
CN(c1ccc(C(=O)NCc2cccnc2)cc1)S(=O)(=O)c1ccc(Cl)cc1 | -3% | 11% | 5 | -2% | · | · | -27% | 8% | -4%
N#C/C(=N\Nc1cccc([N+](=O)[O-])c1)C(=O)c1ccc(Br)cc1 | 9.5µM* | ? | -64* | 5.8µM* | 1.5µM* | 3.7µM* | ? | 2.6µM* | 5%
Cc1nn(Cc2ccccc2Cl)c(Cl)c1C(=O)NCCc1ccccc1 | · | 11% | -10 | 6% | -5% | 3% | 7% | 4% | -54%[inhibitor]
COCCN(CCOC)C(=O)CCn1c(=O)oc2ccccc21 | -6% | -2% | -5 | 8% | 7% | 3% | -13% | 6% | -7%
COCCn1c(C)cc(C(=O)COC(=O)c2ccc[nH]c2=O)c1C | 0% | 2% | -13 | 20% | -9% | 3% | -8% | 20% | 2%
O=C(NCC(=O)N1CCCCC1)c1ccc(Br)o1 | 40%[activator] | 7% | 3 | 4% | · | · | -9% | 4% | 3%
O=C(c1ccco1)N(Cc1cc2ccccc2[nH]c1=O)C1CCCCC1 | 9% | -3% | -4 | -5% | -12% | 1% | 6% | -10% | 0%
CN(C)C(=S)NC(=O)c1cccc(Cl)c1 | -10% | 1% | 18 | ? | 0% | -4% | -4% | 18% | -11%
Cc1cc(C)nc(NS(=O)(=O)c2ccc(NC(=O)C3(c4ccc([N+](=O)[O-])cc4)CCCC3)cc2)n1 | 1% | 27% | 22 | -1% | ? | 4% | 0% | -1% | 2%
Brc1cc2c(cc1Br)OCCOCCOCCOCCO2 | -18% | ? | 0 | -3% | -18% | 0% | ? | 0% | -4%
CCOC(=O)C1(CCCc2ccccc2)CCN(C(=O)c2n[nH]c(CC)c2C)CC1 | · | · | ? | -4% | ? | 0% | -9% | -19% | ·
Cc1cccn2c1nc(=S)n2C(=O)c1ccco1 | 65%[activator] | -9% | 18 | 18% | 1% | 14% | 7% | 12% | -4%
O=C(OCC(=O)N(C1CCCCC1)C1CCCCC1)c1ccco1 | 2% | -3% | 15 | 1% | -9% | 8% | -3% | 22% | -1%
Cc1cc(F)ccc1S(=O)(=O)Nc1ncnc2scc(-c3ccc(F)cc3)c12 | -17% | ? | 28 | ? | ? | -10% | -17% | ? | -4%
CC(C)NC(=O)NC(=O)CSc1ccccc1F | 13% | -3% | -4 | 7% | 10% | 12% | -18% | 6% | -6%
Cc1cc(C)cc(OCc2nc(-c3cccnc3)no2)c1 | 2% | -2% | -14 | 6% | -4% | 1% | -4% | 2% | 4%
CCc1ccc(CC2S/C(=C(\C#N)C(C)=O)NC2=O)cc1 (stereo unspecified) | 7% | ? | 31 | -29% | 7.3µM* | ? | -1% | ? | 20%

Sorted by length of the SMILES (highest first): part of the list above.
SMILES | ATXN2 expr inh | MCF10A rerep | IL-1B inflam inh | HT1080-NT tox | KB-V1 cytotox | KB-3-1 tox | WRN helicase inh | HT1080 IDH1KD tx | SW480 rereplic
COc1cc(OC)cc(C(=O)N[C@H](C(=O)NCc2ccc(F)cc2)C(C)C)c1 | 17% | 2% | 53 | -9% | -25% | -1% | 3% | -1% | -1%
N#C/C(=N\Nc1cccc([N+](=O)[O-])c1)C(=O)c1ccc(Br)cc1 | 9.5µM* | ? | -64* | 5.8µM* | 1.5µM* | 3.7µM* | ? | 2.6µM* | 5%
Cc1cc(F)ccc1S(=O)(=O)Nc1ncnc2scc(-c3ccc(F)cc3)c12 | -17% | ? | 28 | ? | ? | -10% | -17% | ? | -4%
